Compound activity from PubChem.
Rev-erbA mod: modulators of Rev-erb alpha DNA binding, primary screen, biochemical, FITC-DNA, fluorescence polarization, uHTS; AID 1259318, 2017; Nuclear receptor subfamily 1 group D member 1 (Homo sapiens), P20393; Rev-erbα–FITC-DNA binding, 90 min; activity, % at 10 µM; actives 0.79% (n = 370,000);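 active = activity above about 14%, limit read from the data; passing the limit was not always enough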;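 note: 0% = DMSO wells with 35 nM protein and 100% = DMSO wells with 750 nM protein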
TCR-CD3 inh: inhibitors of human TCR-CD3 interaction, primary screen, biochemical, fluorescence, TAMRA-labeled TCR probe; inhibition, % at 9.4 µM; actives 0.37% (n = 360,000); AID 651800, 2012; in the data active = inhibition above about 19%;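 note: recombinant mutant TCR 2C K166C tagged with TAMRA read by polarization; 0% = receptor in buffer alone and 100% = receptor with positive control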
mABHD4 FP: ABHD4 inhibitors, primary screen, biochemical, fluorescence polarization, mouse | actives 0.54% (n = 370,000) | purified mABHD4, FP-Rh probe fluorescence polarization | (Lyso)-N-acylphosphatidylethanolamine lipase (Mus musculus), Q8VD66 | inhibition, % at 8.92 µM;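 active = inhibition exceeding the mean over every tested compound plus 3 SD, cut at about 30% in these data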;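 note: 0% = plate median of compound wells and 100% = S159A mutant with DMSO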
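Doses – 8.92 µM, single dose · Material – wild-type mouse ABHD4 protein · Replication – single well per compound (singlicate) · Measure – percent inhibition of probe binding, normalized to plate controls · Schedule – 45 min compound pre-incubation plus 60 min probe step, 25 °C · Detection – fluorescence polarization with parallel and perpendicular emission, 525/598 nm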
LEDGF integ inh: blockers of LEDGF/p75-dependent integrase strand transfer – biochemical, TR-FRET, high throughput, primary screen; HIV-1 integrase (with human LEDGF/p75); TR-FRET IN-LEDGF/p75 DNA integration, Eu/Cy5; inhibition, % at 3.7 µM; actives 0.64% (n = 370,000);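 active = inhibition above the screen-wide mean plus 3 SD, cut at about 13% in these data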;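 note: signal is the Cy5 over europium emission ratio at 671 and 618 nm; 0% = plate median of compound wells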
rCAG binder: binders of r(CAG) RNA repeats, primary screen, biochemical, fluorescence. r(CAG) RNA repeat, TO-PRO-1 dye displacement fluorescence. inhibition, % at 3 µM. actives 1.3% (n = 370,000). AID 651821, 2012;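 active = inhibition above the plate cutoff, the mean of all test compounds on that plate plus 3 SD, cut at about 35% in these data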;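 note: 0% = DMSO alone and 100% = 100 µM mitoxantrone as full dye displacement; higher means more dye released from RNA so lower well fluorescence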
TDP2 inh: human TDP2 enzyme inhibitors, primary screen, biochemical, epi absorbance, recombinant enzyme; Tyrosyl-DNA phosphodiesterase 2 (Homo sapiens), O95551; T5PNP hydrolysis, p-nitrophenol absorbance 415 nm; inhibition, % at 12.8 µM; actives 0.34% (n = 370,000); AID 720702, 2013;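 active = inhibition above the mean of all tested compounds plus 3 SD, set per campaign, cut at about 25% in these data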;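 note: 0% = DMSO with enzyme and 100% = buffer with substrate but no TDP2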
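System: recombinant human TDP2 / Amount: 120 nM TDP2 per well / Also added: 5 mM T5PNP chromogenic substrate / Doses: 12.8 µM single point, 1% DMSO / Incubation: 2 h at 37 °C / Detection: p-Nitrophenol epi absorbance / Evaluation: % inhibition relative to enzyme-containing and enzyme-free wells / Repeats: singlicate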
PRMT1 inh: PRMT1 methyltransferase inhibitors, primary screen, biochemical, fluorescence polarization; Protein arginine N-methyltransferase 1 (Homo sapiens), Q99873; recombinant PRMT1, activity-based probe fluorescence polarization; inhibition, % at 2.79 µM; actives 1.3% (n = 370,000);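 active = inhibition above about 21% made by adding two undisclosed values, limit read from the data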
SIAE primary: human SIAE inhibitors, primary screen, biochemical, fluorescence polarization, FP-Rh probe, 1536-well HTS | inhibition, % at 9.66 µM | AID 1053197, 2014 | actives 0.69% (n = 370,000) | Sialate O-acetylesterase (Homo sapiens), Q9HAT2 | SIAE FP-Rh probe binding;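 active = inhibition above a cutoff: mean of compounds within the control limits plus 3 SD of those, cut at about 17% in these data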;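 note: 0% = plate median of compound wells and 100% = probe without SIAE protein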
Target sequence (Q9HAT2 whole entry, looked up): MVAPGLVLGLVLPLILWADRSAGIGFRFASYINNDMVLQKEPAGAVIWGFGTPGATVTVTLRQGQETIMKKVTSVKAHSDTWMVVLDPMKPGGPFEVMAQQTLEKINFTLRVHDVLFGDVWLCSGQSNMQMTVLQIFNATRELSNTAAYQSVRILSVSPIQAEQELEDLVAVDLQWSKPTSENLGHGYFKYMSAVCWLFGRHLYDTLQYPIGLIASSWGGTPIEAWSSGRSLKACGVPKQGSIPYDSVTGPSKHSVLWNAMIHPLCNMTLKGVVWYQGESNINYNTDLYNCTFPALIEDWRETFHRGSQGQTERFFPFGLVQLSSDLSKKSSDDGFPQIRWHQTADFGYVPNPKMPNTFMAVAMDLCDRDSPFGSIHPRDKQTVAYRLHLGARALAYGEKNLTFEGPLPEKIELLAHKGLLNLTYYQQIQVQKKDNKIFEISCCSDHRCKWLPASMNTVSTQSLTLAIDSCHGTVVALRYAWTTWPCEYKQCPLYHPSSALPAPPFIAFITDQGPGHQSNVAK
HTRA1 inh: HTRA1 serine protease inhibitors, primary screen, biochemical, fluorescence polarization, HTS; Q92743; actives 0.5% (n = 340,000); inhibition, % at 5.96 µM; recombinant HTRA1, FP-rhodamine activity-based probe; in the data active = inhibition above about 36%;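 note: 0% = enzyme with DMSO and 100% = wells lacking enzyme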
Target sequence (Q92743 whole entry, looked up): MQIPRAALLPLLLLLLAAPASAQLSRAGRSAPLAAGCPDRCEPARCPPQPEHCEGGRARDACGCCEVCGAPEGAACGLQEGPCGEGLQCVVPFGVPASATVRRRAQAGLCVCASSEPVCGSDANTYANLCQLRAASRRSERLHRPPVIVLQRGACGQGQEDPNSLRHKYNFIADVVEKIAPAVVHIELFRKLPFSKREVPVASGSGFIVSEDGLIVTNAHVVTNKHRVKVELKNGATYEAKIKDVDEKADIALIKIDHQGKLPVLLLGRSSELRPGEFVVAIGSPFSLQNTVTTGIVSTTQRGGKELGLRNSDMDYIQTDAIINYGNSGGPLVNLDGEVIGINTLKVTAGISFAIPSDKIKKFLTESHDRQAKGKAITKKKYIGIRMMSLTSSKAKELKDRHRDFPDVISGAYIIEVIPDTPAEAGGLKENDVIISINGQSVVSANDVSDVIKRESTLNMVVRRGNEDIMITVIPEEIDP
PG9 Ab binder: binders of HIV-1 gp120 antibody PG9, primary screen, biochemical, TR-FRET; TR-FRET gp120-PG9 antibody binding; inhibition, % at 6.7 µM; actives 0.43% (n = 360,000); AID 624416, 2012; in the data active = inhibition above about 8.5%
* hit, by the source's call; . = no result given.

entry	Structure	Rev-erbA mod	TCR-CD3 inh	mABHD4 FP	LEDGF integ inh	rCAG binder	TDP2 inh	PRMT1 inh	SIAE primary	HTRA1 inh	PG9 Ab binder
1	O=C(c1cccnc1)N1N=C(c2cccs2)CC1c1ccc(F)cc1 (configuration not stated)	0	2	-4	3	-3	2	-1	4	-2	-0.2
2	O=C(Nc1ncccc1O)c1ccc(Cl)c(S(=O)(=O)N2CCCCC2)c1	-2	-5	-9	-1	6	-27	-3	-10	4	-1.1
3	COc1ccc(Cl)cc1NC(=O)CN(C)C(=O)CNC(=O)C12CC3CC(CC(C3)C1)C2	-4	-1	5	0	-4	-6	2	-1	-4	-0.2
4	CN(C)/C=N/c1ncc(C(=O)c2ccccc2)s1	-5	-2	5	1	-1	-1	-2	-3	-3	-1.0
5	CCCC[C@H]1C2CC(OC(=O)Nc3ccc(C#N)cc3)C(C2)[C@H]2CCCCN21 (some centres not stated)	12	.	-3	-1	5	5	1	0	.	.
6	CCOC(=O)C1=C(C)OC(N)=C(C(=O)OCC)C1c1cccnc1 (configuration not stated)	-2	-2	4	3	-7	-5	-2	8	2	1.2
7	O=c1c2ccccc2c(-c2ccc(Br)cc2)nn1Cc1ccccc1	0	-3	2	-1	0	5	3	3	3	-1.1
8	CC1=C(SCCC#N)S/C(=C2\SC(C)=C(SCCC#N)S2)S1	7	2	14	2	6	11	71*	6	8	1.2
9	CSc1nc(O)c(Cc2ccccc2)c(=O)[nH]1	3	2	-3	0	-1	5	-1	7	7	1.3
10	Cc1cccc(-n2cnc(C(=O)NC3CCCCCC3)c2)n1	1	-1	4	-7	-8	-3	1	0	-3	-0.2
11	Cc1cccc(-c2nnc(SCc3cccc4ccccc34)n2-c2ccc(Cl)cc2)c1	1	.	0	0	8	-1	5	3	.	.
12	C=CCN(c1ccccc1)S(=O)(=O)c1cccc(C(=O)NC2CCC(O)CC2)c1 (configuration not stated)	0	3	-2	4	-1	9	-1	-1	-9	-0.9
13	COc1ccc(-c2ccc(SCC(=O)c3cccs3)nn2)cc1	0	7	-12	3	0	7	-1	1	-7	0.8
14	CCCCn1c(NCc2ccccc2NS(=O)(=O)c2ccc(C)cc2)nc2ccccc21	-5	-2	0	5	-2	-1	-1	-2	-38	0.6
15	C[C@@H]1CN([C@H](C)CO)S(=O)(=O)c2ccc(C#C[C@@H](C)O)cc2O[C@@H]1CN(C)Cc1ccc(-c2ccccc2)cc1	-4	-5	-4	6	4	-13	0	-6	-54	1.1
16	Cc1ccc2cc(/C=C3\N=C(c4ccccc4)OC3=O)c(N3CCOCC3)nc2c1	5	-3	-8	2	10	3	-1	-1	.	1.3
17	Cc1ccccc1C(=O)N[C@H](C(=O)OCC(=O)c1ccc[nH]1)C(C)C	-1	4	-8	1	2	2	1	-1	1	-1.2
18	COc1ccc(S(=O)(=O)N2CCCC2C(=O)Nc2ccc(C)cc2)cc1 (configuration not stated)	4	7	-6	-3	-5	-1	-1	-7	1	0.1
19	CCCCNC(=O)C(NC(=O)c1ccccc1)C(=O)c1ccccc1 (configuration not stated)	-4	10	0	4	2	-6	-2	0	.	0.7
20	CCc1ccc2c(c1)C(c1ccc([N+](=O)[O-])cc1)=NNC(c1ccc(C)cc1)=N2	-6	-4	1	-1	6	6	-3	7	-16	-0.6
21	Cc1nn(CC(O)CN2c3ccccc3Sc3ccccc32)c(C)c1Br (configuration not stated)	-3	1	-2	-4	-3	-5	0	-1	1	-0.1
22	O=C(c1cccc2nccnc12)N1CCCC(Nc2ccc(F)c(F)c2)C1 (configuration not stated)	5	-3	6	-1	-5	7	-1	7	3	-0.7
23	C=CC[C@H]1c2ccccc2[C@H]2N3N=Cc4ccccc4[C@H]3[C@H](CCCC)C(=O)N2N1C(=O)NCc1ccccc1	-1	.	1	0	4	5	-1	0	.	.
24	CC(C)CC1C(=O)N(Cc2cn(CC3CCCCC3)nn2)CCS(=O)(=O)N1Cc1ccc(-c2cccc(C#N)c2)cc1 (configuration not stated)	4	6	-7	0	10	1	2	-5	-62	-3.6
25	Cc1cc2cc(CNC(=O)c3ccc(S(=O)(=O)N4CCCCC4)cc3)ccc2n1C	2	85*	87*	7	19	-15	6	35*	-6	-30
26	CC(Oc1ccc(Cl)cc1Cl)C(=O)Nc1ccc(OCC(=O)O)cc1 (configuration not stated)	2	0	-3	-5	10	-9	-2	-1	6	1.6
27	CC1CCC2(CC1)NC(=O)N(CC(=O)N1CCN(C(=O)c3ccco3)CC1)C2=O (configuration not stated)	4	3	-3	3	1	0	-1	-7	5	-1.0
28	O=C(O)CC(c1cccc(Cl)c1)n1cccc1 (configuration not stated)	-3	3	-2	-5	3	7	0	-1	-4	-0.2
29	CCOC(=O)c1sc(N)c(C(=O)Nc2ccccc2)c1C	-1	-2	-3	0	-2	8	14	4	-1	4.0
30	Cn1c(SCC(=O)c2ccccc2)nnc1-c1cccc(N)c1	8	-2	2	-1	2	-7	1	-3	-3	-1.9
31	COc1cc(OC)cc(C(=O)OCC(=O)Nc2cccc(S(=O)(=O)NC3=NCCCCC3)c2)c1	-5	2	2	0	2	6	-1	2	4	0.7
32	CCC(C)(C)NC(=O)c1cccc(NC(=O)C(C)C)c1	5	-5	3	2	4	-4	1	-4	8	-2.6
33	COc1ccc(N(C(=O)CNC(=O)c2ccco2)C(C(=O)NCC2CCCO2)c2ccccc2)cc1Cl (configuration not stated)	0	-5	4	-5	4	-8	4	0	-5	0.7
34	C=CCn1c(COc2cccc3ccc(C)nc23)nnc1SCC(=O)OC	-1	-1	-3	4	-3	-12	-3	-5	-2	-0.3
35	CC1(C(=O)O)CCCN1C(=O)c1cccc(F)c1 (configuration not stated)	-6	3	-2	0	1	-8	3	-4	.	-1.4
36	O=C(O)c1ccc(N=NN2CCCCCC2)cc1	-3	0	2	-1	-1	3	3	3	4	0.6
37	COc1ccc(C(=O)Nc2nnc(SCC(=O)NCC3CCCO3)s2)cc1OC (configuration not stated)	-7	-3	0	1	-5	-7	0	-2	-1	0.8
38	COC(=O)C(CCCCN1C(=O)C2C3C=CC(C3)C2C1=O)N1C(=O)C2C3C=CC(C3)C2C1=O (configuration not stated)	0	-8	3	-1	-7	7	2	-5	-1	3.0
39	N#CCCN1CCN(Cc2ccccc2)CCC1=O	3	3	1	-1	-1	-6	-4	-5	2	-1.4
40	Oc1ccccc1C1=NCCNC(C(F)(F)C(F)F)=C1	-1	-3	-1	-4	-5	-10	-3	4	6	-1.1
41	Cc1ccc(S(=O)(=O)N(CC(=O)Nc2cccnc2)c2ccccc2C)cc1	8	-1	0	2	3	4	0	10	-5	-2.8
42	O=C(Nc1ccccc1)NC1CS(=O)(=O)CC1O (configuration not stated)	2	-3	1	-3	3	-6	1	-4	2	-0.5
43	Cc1cc(C)n2nc(C(=O)OCC(=O)c3cc(C)n(CC4CCCO4)c3C)nc2n1 (configuration not stated)	6	-9	-3	-3	-3	15	7	-2	-3	2.8
44	Cc1cccc(OCCC(=O)Nc2ccc(F)c(Cl)c2)c1	1	3	-18	-2	0	-5	-5	-8	-38	-0.1
45	O=C(COC(=O)CNS(=O)(=O)c1ccc2ccccc2c1)Nc1ccccc1Sc1ccccc1	3	-8	-5	-4	11	-4	0	-30	-9	0.8
46	CCC(NC(=O)c1cccc(Cn2cc([N+](=O)[O-])cn2)c1)c1ccc(C(C)C)cc1 (configuration not stated)	2	5	-10	-4	3	-14	1	-5	-33	-1.3
47	Cc1cccc(C)c1NC(=O)COC(=O)c1cc(-c2cccnc2)nc2ccccc12	19*	4	-3	4	6	1	-2	-8	-2	2.4
48	CCc1ccc2[nH]c(=O)c(CN(Cc3ccccc3)C(=O)Nc3ccccc3OC)cc2c1	-2	3	2	-4	7	-6	1	-14	-51	-1.1
49	O=[N+]([O-])c1ccccc1NCc1ccc(Cl)cc1	2	3	-4	0	2	0	-2	0	.	-0.7
50	CC1(C)Cc2ccccc2C(NNC(=O)c2ccncc2)=N1	-2	-2	3	-2	1	10	-1	3	0	0.5
51	O=C(OCC#CCSc1nnc(-c2ccccc2)o1)c1cccs1	2	0	-9	-3	3	-4	4	-4	-17	0.8
52	CCCS(=O)(=O)NC(=O)C1(C)CCCN(C(=O)c2cc(C)n(C(C)(C)C)n2)C1 (configuration not stated)	10	-4	-1	-1	3	2	-2	0	.	1.0
53	CCn1c(COc2ccc(Cl)cc2)nnc1SCC(=O)Nc1ccc(Oc2ccccc2)cc1	-1	.	3	-2	6	-4	1	3	.	.
54	CS(=O)(=O)Nc1ccccc1C(=O)Nc1ccccc1C(=O)N1CCCC1	-2	5	0	0	2	9	2	1	-3	-2.2
55	Cc1nn(C)c(C)c1S(=O)(=O)NC1CCCc2ccccc21 (configuration not stated)	6	1	8	-1	-4	-1	0	1	2	0.1
56	COc1ccc(-c2cc(C(=O)NN=Cc3cccn3C)[nH]n2)cc1	-4	.	3	-2	14	-5	8	2	.	.
57	Cn1c(SCC(=O)Nc2cc(C(C)(C)C)nn2-c2ccccc2)nc2ccccc21	7	2	-10	-2	2	4	2	-2	-16	-0.7
58	CCN1/C(=C2\C(=O)N(C)C(=S)N2C)C=Cc2cc(C)ccc21	5	8	10	0	-5	-8	-2	2	4	-21
59	CCSc1ncccc1C(=O)N[C@@H](CCSC)C(=O)OC	0	17	0	1	-2	8	-1	2	.	-2.0
60	COCC(C)N=Cc1c(O)[nH]c2ccccc12 (configuration not stated)	-5	1	-1	0	-1	6	1	4	1	-1.0

Remaining list, next part:
entry	Structure	Rev-erbA mod	TCR-CD3 inh	mABHD4 FP	LEDGF integ inh	rCAG binder	TDP2 inh	PRMT1 inh	SIAE primary	HTRA1 inh	PG9 Ab binder
61	COCCN1Cc2cccc(C(=O)N3CCN(c4cc(C)ccc4C)CC3)c2C1=O	5	-7	0	-2	1	-4	5	-6	2	1.1
62	CCc1ccc(NC(=O)C2CCCN(S(=O)(=O)c3cccnc3)C2)cc1 (configuration not stated)	4	-7	-2	-4	0	-7	-2	4	-1	0.6
63	O=C(Nc1cccnc1Cl)c1cc(-c2ccco2)on1	4	2	-4	0	2	1	-3	-3	-2	-0.8
64	CCOc1ccc(NC(=O)CSc2nnc(NC(=O)C3CC3)s2)cc1	6	1	5	-5	-3	18	1	-2	-1	-1.6
65	CC(=O)N1CCc2cc(S(=O)(=O)CCC(=O)NCCc3ccccc3)ccc21	-3	8	-1	-3	1	-8	1	-8	4	-1.4
66	O=C(CN1C(=O)NC2(CCCC2)C1=O)Nc1nc2ccccc2[nH]1	-1	-2	-1	1	-2	0	3	5	-1	0.5

These rows are one share of the data; rates above refer to the full screens.
